Bioassay records deposited in PubChem BioAssay by Sanford-Burnham Center for Chemical Genomics.
mouse EphA4 binding: inhibitors of EphA4 binding to KYL peptide, primary screen, biochemical, colorimetric, mouse EphA4 (AID 689); EphA4-AP binding to KYL peptide, pNPP A405; higher % means a stronger effect; 0.1% of 62,000 active; Ephrin type-A receptor 4 (Mus musculus); inhibition, % at 10 µM, or IC50 in µM where a hit was titrated; in the data active = a potency from the dose series; inactive = the rest, 99 in 100 with inhibition below about 22%
An asterisk follows results filed as active; & = joins results of further samples. Not all compounds are listed; rates above refer to the full screens.

SMILES | mouse EphA4 binding
CCOc1ccc(CCNC(=O)C2CCN(c3nnc(-n4cccc4)s3)CC2)cc1 | 2%
Cc1nn(-c2ccccc2)c2[nH]c(=O)c(CNc3ccc(N4CCOCC4)cc3)cc12 | -9%
CCN1CCN(CCC(=O)Nc2ccccc2OC)CC1 | -6%
CSc1nc2sc3c(c2c(=O)[nH]1)CCCC3 | 6%
COc1ccc(OCC(=O)N/N=C2\CCc3ccccc32)cc1 | 0%
COCCN1Cc2c(sc(C)c2C)N(C(=O)c2ccccc2)C1 | -9%
Cc1ccc2oc(=O)n(CCCOc3ccccc3)c2c1 | -3%
Cc1ccc(N(CC(=O)N2CCN(c3ccc(F)cc3)CC2)S(=O)(=O)c2c(C)nn(C)c2C)cc1 | 1%
CN(CC(=O)NCC1CCCO1)S(=O)(=O)c1cc(Cl)ccc1Cl (stereo unspecified) | -1%
O=C(CN1CCN(C(=O)c2cccs2)CC1)NC1CCCCC1 | 12%
Cc1ccc(CC2CC(=O)N(CCc3ccc4c(c3)OCO4)C2=O)cc1 (stereo unspecified) | -20%&-11%
COCCCN1C(=O)C(=O)/C(=C(/O)c2ccc(OC(C)C)cc2)C1c1cccnc1 (stereo unspecified) | -11%
CCCCNC(=O)C1CC(c2c(Cl)cccc2Cl)=NO1 (stereo unspecified) | 5%
C=CCn1c(CC(=O)OC)csc1=Nc1ccc(C(C)=O)cc1 | 4%
CSc1nc(C)c2c(n1)N(c1cccc(C)c1)CC2 | -3%

Shown in CSV form: 15 of the compounds above
canonical_smiles,mouse EphA4 binding
CCOc1ccc(CCNC(=O)C2CCN(c3nnc(-n4cccc4)s3)CC2)cc1,2%
Cc1nn(-c2ccccc2)c2[nH]c(=O)c(CNc3ccc(N4CCOCC4)cc3)cc12,-9%
CCN1CCN(CCC(=O)Nc2ccccc2OC)CC1,-6%
CSc1nc2sc3c(c2c(=O)[nH]1)CCCC3,6%
COc1ccc(OCC(=O)N/N=C2\CCc3ccccc32)cc1,0%
COCCN1Cc2c(sc(C)c2C)N(C(=O)c2ccccc2)C1,-9%
Cc1ccc2oc(=O)n(CCCOc3ccccc3)c2c1,-3%
Cc1ccc(N(CC(=O)N2CCN(c3ccc(F)cc3)CC2)S(=O)(=O)c2c(C)nn(C)c2C)cc1,1%
CN(CC(=O)NCC1CCCO1)S(=O)(=O)c1cc(Cl)ccc1Cl (stereo unspecified),-1%
O=C(CN1CCN(C(=O)c2cccs2)CC1)NC1CCCCC1,12%
Cc1ccc(CC2CC(=O)N(CCc3ccc4c(c3)OCO4)C2=O)cc1 (stereo unspecified),-20%&-11%
COCCCN1C(=O)C(=O)/C(=C(/O)c2ccc(OC(C)C)cc2)C1c1cccnc1 (stereo unspecified),-11%
CCCCNC(=O)C1CC(c2c(Cl)cccc2Cl)=NO1 (stereo unspecified),5%
C=CCn1c(CC(=O)OC)csc1=Nc1ccc(C(C)=O)cc1,4%
CSc1nc(C)c2c(n1)N(c1cccc(C)c1)CC2,-3%

The results go on.
SMILES | mouse EphA4 binding
COc1ccccc1C(=O)Nc1ccc(-c2cc3ccccc3oc2=O)cc1 | -11%
CCCc1[nH]nc2c1C(c1ccc(Br)s1)C(C#N)=C(N)O2 (stereo unspecified) | -8%
N#Cc1c(N)n(-c2cccc(O)c2)c2nc3ccccc3nc12 | -6%
Cc1ccc2c(c1)nnn2C1CCN(S(C)(=O)=O)CC1 | -23%
CC(C)(C)OC(=O)COc1cc(OCC(=O)OC(C)(C)C)c2c(=O)cc(-c3ccccc3)oc2c1 | 13%
CCOC(=O)Cc1csc(NC(=O)c2sc3nc4ccc(CC)cc4cc3c2N)n1 | -14%
CC1CCCC/C1=N/Nc1ccc([N+](=O)[O-])cc1[N+](=O)[O-] (stereo unspecified) | -1%
O=c1c2ccccc2nc2n1CCCCC2 | -1%
O=C(NC1CCCc2ccccc21)C1CCN(S(=O)(=O)c2cccc3nonc23)CC1 (stereo unspecified) | -4%
CCOC(=O)N1CCN(C(=O)CN(C)S(=O)(=O)c2ccc(OC)c(OC)c2)CC1 | -6%
CC(C)=C1C2C=CC1C1C(=O)NC(=O)C21 (stereo unspecified) | -1%
CSc1ccc2[nH]c(=O)cc(C)c2c1 | -11%
Cc1ccc(S(=O)(=O)N2CCOCC2)c2nsnc12 | -8%
CCOC(=O)N1CCN(CC(O)COCc2ccccc2)CC1 (stereo unspecified) | -15%
COC(=O)c1cc(Br)c(=O)n(CCN2CCCCC2)c1 | -9%
COc1ccc(-c2cnn3c(N)c(S(=O)(=O)C(C)(C)C)cnc23)cc1 | -1%
CCOC(=O)c1c(NC(=O)CCC(=O)N2CCOCC2)sc2c1CC(C)(C)OC2 | -10%
COC(=O)C1=C(C(=O)c2ccccc2)C(c2ccc(OC)c(OC)c2)Nc2nnnn21 (stereo unspecified) | -8%
CCc1ccc(C(=O)O/N=C(\N)c2ccccn2)cc1 | -15%
CC1CC2=C(NC(=S)NC2c2ccc(F)cc2)/C(=C/c2ccc(F)cc2)C1 (stereo unspecified) | 0%
CCOC(=O)Nc1ccc(S(=O)(=O)N2CCOCC2)cc1 | 2%
COc1ccc(OC)c(/C=C(\NC(=O)c2ccccc2)C(=O)N/N=C/c2ccc(C)s2)c1 | -1%
CCN(CC)S(=O)(=O)c1ccc2oc(C(=O)Nc3ccc(OC)cc3OC)c(C)c2c1 | -15%
COc1ccc(-c2nn(-c3ccccc3)cc2/C=C/C(=O)c2ccccc2)cc1Br | -2%
NS(=O)(=O)c1ccc(S(=O)(=O)N(Cc2ccccc2F)CC2CCCO2)cc1 (stereo unspecified) | -21%
Cc1ccc(N(CC(=O)Nc2ccc(C)cn2)S(=O)(=O)c2c(C)nn(C)c2C)cc1 | 0%
CCOC(=O)c1c(NC(=S)NC(=O)c2ccco2)sc2c1CCCC2 | 2%
COc1ccc(NC(=O)CC2CCC2)cc1 | 2%
Cc1ccc2c(c1)N(C(=O)CCC(=O)N1CCc3ccccc3C1)CCO2 | 4%
CC(C)Cc1ccc(C(C)C(=O)Nc2ccc(O)cc2)cc1 (stereo unspecified) | -6%
CCOC(=O)N1CCC(N2Cc3cccc(C(=O)Nc4cc(F)ccc4F)c3C2=O)CC1 | 1%
O=C(NCc1ccco1)c1n[nH]c(=O)c2ccccc12 | -22%
COC(=O)c1ccccc1NC(=O)C1CCN(C(=O)c2ccc(OC)cc2)CC1 | -5%
O=S(=O)(c1ccccc1)N1CCN(c2ncnc3sc(-c4ccccc4)cc23)CC1 | -15%
CCOC(=O)C1CCN(C(=O)Cc2c(C(=O)O)n(C)c3ccccc23)CC1 | -6%
CO/N=C\C(=N\Nc1ccc(OC)cc1)C(=O)c1ccccc1 | -3%
CSc1nnc(-c2sccc2OCc2ccccc2)n1C | 4%
Nc1nc(CSCCO)nc(Nc2ccccc2)n1 | -2%
Cc1c(C)c2c(C)[nH]nc2oc1=O | 0%
Cc1cc(C)c(S(=O)(=O)c2ccccc2C)c(OCC(C)(C)C)n1 | -12%
CSc1nc(-c2ccccc2)nn1C(=O)c1ccccc1 | -7%
O=C(CC1Oc2ccccc2NC1=O)NC1CCCC1 (stereo unspecified) | -10%
CC1CCCCN1C(=O)Cn1cc(/C=C2/C(=O)Nc3ccccc32)c2ccccc21 (stereo unspecified) | -8%
CCc1c(C)nc2ncnn2c1N1CCCC(C(=O)NCCc2ccc(OC)cc2)C1 (stereo unspecified) | 5%
Cc1noc(C)c1CSCC(=O)Nc1nc2ccc(Oc3ccccc3)cc2s1 | -1%
O=C(NCc1ccc(Cl)cc1)c1ccc(I)cc1 | -19%
CC1CCN(CCCNC(=O)c2cc3c(=O)n(C)c4ccccc4c3n2C)CC1 | -15%
CCOC(=O)c1c(N=CN(C)C)c(C#N)n2c1CCC2 | -11%
COc1ccc(C(=O)Nn2c(SCC(=O)c3ccc(Cl)cc3)nc3ccccc3c2=O)cc1 | 8%
Cn1nccc1C(=O)Nc1ccc(Cl)cc1 | -4%
CC(Oc1ccc(F)cc1F)C(=O)/C=C/N(C)C (stereo unspecified) | 2%
CCOC(=O)c1[nH]c2ccc(OCC)cc2c1NC(=O)CN1CCN(c2ccccn2)CC1 | -10%
Cc1noc(C)c1S(=O)(=O)N1CCN(c2ccccc2)CC1 | 1%
O=C(CN1C(=O)c2ccccc2C1=O)Nc1sc2c(c1C(=O)NCc1ccco1)CCCC2 | 22%
O=C(CSc1nnc(CNC(=O)c2ccco2)o1)c1ccc(Cl)cc1 | -8%
COc1ccc(CNC(=O)CCc2c(C)nc3ncnn3c2C)cc1 | 1%
Cc1ccc(C)c(Cn2c(=O)n(CCCC(=O)NCc3ccco3)c(=O)c3sccc32)c1 | -2%
COc1ccccc1NC(=O)C1=C(C)NC2=C(C(=O)CCC2)C1c1ccc2c(c1)OCO2 (stereo unspecified) | -3%
CCC(C)Sc1nc2c(c(=O)[nH]c(=O)n2C)n1C (stereo unspecified) | -35%
COC(=O)c1c(/N=C/NOCc2ccc(Cl)cc2)sc2c1CCN(c1ncc(C(F)(F)F)cc1Cl)C2 | -1%
(next part)
SMILES | mouse EphA4 binding
CCOC(=O)CCc1cccc2c1CCC2=O | 9%
O=C(CCn1c(SCC(=O)c2ccccc2)nc2ccccc2c1=O)NCc1ccc(F)cc1 | -4%
COc1ccc(-c2nc(CS(=O)CC(=O)NCc3cccnc3)c(C)o2)cc1OC (stereo unspecified) | -20%
COc1ccc(C)c2sc(=NC(=O)C(C)C)n(C)c12 | -10%
CCC(C(=O)Nc1cccc(C)c1)c1ccccc1 (stereo unspecified) | -6%
Cc1cccc(N2CCN(C(=O)CSCc3c(C)noc3C)CC2)c1C | -11%
Cc1ccn2c(/C=N/OCc3ccc(F)cc3)c(-c3ccc(Cl)cc3)nc2c1 | 8%
O=C(O)c1sc2cc(C(F)(F)F)cnc2c1-c1ccccc1 | -27%
CCOc1cc(/C=N/NC(=O)CN2CCCCC2)ccc1OCc1ccccc1 | -14%
COc1ccc(-c2cc(C(=O)N/N=C/c3sccc3C)c3ccccc3n2)c(OC)c1 | -17%
OC(CN1CCN(c2ccccc2)CC1)c1c[nH]c2ccccc12 (stereo unspecified) | -8%
O=C(O)CN1C(=O)/C(=C2\SC(=S)N(C(Cc3ccccc3)C(=O)O)C2=O)c2ccccc21 (stereo unspecified) | -14%
Cc1ccc(C)c(Cn2c(CN(C)Cc3ccccc3)nc3c2c(=O)n(C)c(=O)n3C)c1 | 11%
c1ccc(-c2noc(CN3CCN(c4ccccc4)CC3)n2)cc1 | 2%
Cc1ccc(-c2nc(CS(=O)CC(=O)NCCN3CCOCC3)c(C)o2)cc1 (stereo unspecified) | -8%
Cc1noc(C)c1COC(=O)c1cccc(S(=O)(=O)N2c3ccccc3CC2C)c1 (stereo unspecified) | -6%
COc1ccc(NC(=O)c2ccc(-n3cccn3)nc2)cc1 | -8%
Cc1ccc(N2C(=O)CC(n3nc(C)cc3C)C2=O)cc1 (stereo unspecified) | -2%
O=C(COc1ccc(/C=N/NC(=O)c2cc3ccccc3o2)cc1Br)Nc1ccccc1 | -5%
COC(=O)c1ccc(OCC2c3cc(OC)c(OC)cc3CCN2C(=O)C2CC2)cc1 (stereo unspecified) | -18%
N#CC1=C2C=CC=CN2CC1=O | -7%
CCOc1ccccc1N1CCN(S(=O)(=O)c2ccc(F)c(F)c2)CC1 | 2%
CC1(C)CC2(CC(C)(C(=O)CSc3nc4ccccc4s3)OC2=O)C(=O)O1 (stereo unspecified) | -13%
O=C1C(=Cc2cccc(Cl)c2)C(=O)c2ccccc21 | -5%
Cc1ccc2ncnc(Nc3ccc(I)cc3)c2c1 | 8%
CCOC(=O)c1sc(NC(=O)CSc2n[nH]c(-c3ccc(Cl)cc3Cl)n2)c(C#N)c1C | -7%
Cc1ccc(NC(=O)COC(=O)C2=COCCO2)cc1 | -8%
Cc1ccc(S(=O)(=O)NNC(=O)c2ccoc2C)cc1 | 2%
Cn1c(CN2CCOCC2)c(C#N)c2ccccc21 | -16%
C(=N\n1cnnc1SCc1ccccc1)/c1ccco1 | -8%
CCOC(=O)C(C(C)=O)c1c(Br)c(O)c(O)c2c(C(=O)c3ccc(C)cc3)coc12 (stereo unspecified) | 13%
CCOc1ncccc1C(=O)OCc1ccc(C(=O)OC)o1 | 11%
COc1ccc(/C=N/NC(=O)c2ccn[nH]2)cc1COc1ccc(Cl)cc1 | -4%
O=C(NCCCN1CCN(c2cccc(Cl)c2)CC1)C1CCC(=O)N1Cc1ccccc1Cl (stereo unspecified) | -10%
Cc1c(Cl)cccc1NC(=O)CN1C(=O)CSc2ncccc21 | -6%
CCCCn1nnnc1SCC(=O)Nc1ccc2c(c1)OCCO2 | -20%
O=C(c1c(Cl)cccc1Cl)N(Cc1ccccc1)c1ccccn1 | 2%
O=C(NCN1CCN(c2ccccc2F)CC1)c1cccnc1 | -11%
O=C(NC1=NCCS1)c1cc(-c2ccccc2)nn1-c1ccccc1 | -23%
CCOC(=O)c1c(C)[nH]c(C(=O)COC(=O)C2CC(=O)N(Cc3ccccc3)C2)c1C (stereo unspecified) | 13%
COc1ccccc1-c1nnc(SCc2nc3ccccc3s2)n1C | -11%
CCOC(=O)Cc1csc(NC(=O)COc2ccc(N(C)S(=O)(=O)c3ccc(C)cc3)cc2)n1 | 3%
Cc1ccc(NC(=O)c2nn(C34CC5CC(CC(C5)C3)C4)cc2[N+](=O)[O-])cc1 | 11%
Cn1c(C(=O)NCc2cccs2)cc2c(=O)n(C)c3ccccc3c21 | -51%
COc1ccc(-n2cnnc2SCc2ncc(-c3ccccc3)o2)cc1 | -11%
Cc1cc(NC(=O)c2cc(S(=O)(=O)N3CCCCC3)ccc2C)n(-c2ccccn2)n1 | 10%
CSc1nc(-c2ccccc2)[nH]c(=S)c1C(C)=O | 1%
CCOC(=O)C1C(c2ccc(O)c(OCC)c2)NC(=S)NC1(O)C(F)(F)F (stereo unspecified) | 5%
COc1ccccc1OCC(=O)Nc1ccc(S(N)(=O)=O)cc1 | -9%
c1ccc2c(c1)nc(N1CCOCC1)c1c3ccccc3[nH]c21 | 19%
